# Bioassay records (PubChem)
# IMPase Li inh: qHTS Assay for Identifying the Cell-Membrane Permeable IMPase Inhibitors: Potentiation with Lithium; CHO-M1 cells, IP1 TR-FRET (IP-One), carbachol + lithium; Potency, µM (highest dose often 59.4 µM), for inactives: top-dose activity, negative = IMPase inhibition, usual class: inhibitors; 210,000 tested, 0.35% active;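 also: IP1 builds up when IMPase is blocked and the TR-FRET signal falls; potency is read from the fitted curve at half-maximal effect; plate controls were basal vehicle for no effect and high inhibitor control for full effect; nearly all actives have a fitted effect of over 50% in size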
#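 Readout is a homogeneous TR-FRET IP1 immunoassay (Ex 320, Em 665 and 620), where raised cytosolic IP1 lowers signal. Cells were CHO-M1 treated 30 min at 37C with test compounds plus a little lithium; AC50 values came from Hill-equation fitting.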
# LMNA splice mod: qHTS Assay for Modulators of Lamin A Splicing; HeLa LMNA splicing GFP/RFP minigene ratio, 48 h; Potency, µM (highest dose often 46.1 µM), for the others: at the top dose ratio change, negative = inhibition, hits mostly inhibitors; 200,000 tested, 0.01% active; active = well fitted inhibition curve with a large enough effect in the signal ratio, with a control signal flat, not every such curve was filed as active; inconclusive = small, poorly fitted or top-dose-only effect, or effect the other way, or a change in a side signal; the % refers to the signal ratio; also: potency is read from the fitted curve at half-maximal effect; % is scaled to controls: 0 for no effect and ±100 for the full control effect
#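 S3 HeLa cells stably expressing lamin A-EGFP splicing minigene plus DsRed2, 600 cells/well, 48 h compound exposure at 37C. Laser-scanning cytometry; analysed as GFP (500-530 nm)/RFP (575-640 nm) total intensity ratio; 0.5% DMSO vehicle.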
# CBFb-RUNX1 inh: qHTS Assay for Compounds Blocking the Interaction Between CBF-beta and RUNX1 for the Treatment of Acute Myeloid Leukemia; Runt-related transcription factor 1 (Homo sapiens) + Core-binding factor subunit beta …; AlphaScreen CBFb-His/RUNX1-biotin binding, biochemical; Potency, µM (top dose mostly 59.8 µM), without a hit: top-dose activity, negative = inhibition, most hits filed as inhibitors; 230,000 tested, under 10 active; AID 1477, 2009; also: % of control where 0% means no effect
# Target sequence (Q01196 whole entry, looked up): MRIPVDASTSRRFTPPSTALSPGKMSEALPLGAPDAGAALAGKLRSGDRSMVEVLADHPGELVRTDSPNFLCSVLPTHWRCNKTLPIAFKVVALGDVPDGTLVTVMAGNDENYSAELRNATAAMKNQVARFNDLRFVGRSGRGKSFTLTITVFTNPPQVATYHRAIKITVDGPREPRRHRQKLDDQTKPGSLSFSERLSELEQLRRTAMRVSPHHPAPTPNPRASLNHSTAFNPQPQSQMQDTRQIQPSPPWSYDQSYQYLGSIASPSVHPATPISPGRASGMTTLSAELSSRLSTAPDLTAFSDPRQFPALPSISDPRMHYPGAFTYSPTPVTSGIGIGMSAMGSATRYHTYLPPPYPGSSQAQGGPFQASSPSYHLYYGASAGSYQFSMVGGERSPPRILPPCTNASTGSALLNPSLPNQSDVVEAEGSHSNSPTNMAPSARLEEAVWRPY
# Target sequence (Q13951 whole entry, looked up): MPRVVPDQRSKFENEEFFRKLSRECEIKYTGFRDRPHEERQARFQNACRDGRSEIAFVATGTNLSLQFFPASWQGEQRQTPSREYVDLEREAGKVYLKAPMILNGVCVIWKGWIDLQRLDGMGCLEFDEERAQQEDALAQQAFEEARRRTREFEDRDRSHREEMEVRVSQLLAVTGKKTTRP
#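 Bead-based AlphaScreen assay; binding partners His-tagged CBF-beta and biotinylated RUNX1 at 30 nM each. Compound exposure 15 min after a 20-min protein preincubation; bead step 90 min; all steps at room temperature.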
# HTT ATP protect: qHTS Multiplex Assay to Identify Dual Action Probes in a Cell Model of Huntington: Cytoprotection (ATP) | PC12 HTT-Q103 induced, cytoprotection, ATP luminescence, 40 h | Potency, µM (top dose mostly 56.4 µM), without a hit: cytoprotection (ATP increase), hits mostly activators | 230,000 tested, 0.14% active | AID 1471, 2008;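 also: potency is read from the fitted curve at half-maximal effect; % of control where 0% means no effect; nearly all actives have a fitted effect of over 45% in size; toxic huntingtin expression switched on by the ecdysone agonist tebufenozide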
#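 PC12 cells stably carrying ecdysone-inducible Htt exon 1 (Q103)–GFP were induced with 100 nM tebufenozide (final) alongside library compounds in a dose series. Cytoprotection was scored as retained ATP by ATPlite luminescence.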
# HTT aggregate: qHTS Multiplex Assay to Identify Dual Action Probes in a Cell Model of Huntington: Aggregate Formation (GFP) | PC12 HttQ103-GFP aggregates, Acumen cytometry, 40 h | Potency, µM (top dose mostly 46.1 µM), for the others: at the top dose activity change, negative = inhibition, hits mostly inhibitors | 220,000 tested, 1.1% active; also: potency is read from the fitted curve at half-maximal effect; % is scaled to controls: 0 for no effect and ±100 for the full control effect; nearly all actives have a fitted effect of over 60% in size
#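 Steps: seed 1500 PC12 HTTQ103-GFP cells/well; add tebufenozide, 100 nM final; add compound titration; add ATPLite reagent; quantify GFP aggregates by laser scanning cytometry.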
# SMN2 splice enh: qHTS Assay for Enhancers of SMN2 Splice Variant Expression. 210,000 tested, 2.8% active. HEK293 SMN2-luciferase splicing reporter, luminescence, 30-36 h. Potency, µM (series often up to 46.1 µM), for the others: at the top dose activity change, positive = activation, actives largely listed as activators. AID 1458, 2008; also: potency is read from the fitted curve at half-maximal effect; % of control where 0% means no effect; nearly all actives have a fitted effect of over 55% in size
#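 HEK293 cells carry an SMN2 minigene-luciferase reporter in which exon 7 inclusion puts luciferase in frame. Cells were seeded at 2000 cells/well, attached for 10-12 hours, then exposed to compounds for 30-36 hours at 37C before ONE-Glo luminescence.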
# Luc counter: Counterscreen for Luciferase (Kinase-Glo TM) Inhibition | Potency, µM (highest dose often 38.3 µM), for inactives: at the highest dose activity change, negative = inhibition, usual class: inhibitors | AID 1379, 2008 | 200,000 tested, 0.28% active | Kinase-Glo luciferase, ATP luminescence, 8 min | Luciferin 4-monooxygenase (Photuris pensylvanica), Q27757; also: potency is read from the fitted curve at half-maximal effect; % is scaled to controls: 0 for no effect and ±100 for the full control effect; nearly all actives have a fitted effect of over 60% in size
#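 Light output from Kinase-Glo luciferase with luciferin and 10 uM ATP in 50 mM imidazole pH 7.2, KCl, MgCl2, Tween 20, BSA; compound pin-delivered, 8-min ambient incubation, then luminescence read.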
# Active calls of the source: *; u = inconclusive; x = no result given; & = joins results of further samples; [ ] = dose if it differs, or a comment. Unless noted, calls follow the shape of the dose curve; as a rule, active = well fitted curve in the direction sought with a large enough effect; inconclusive = small, poorly fitted or top-dose-only effect, or another doubt; inactive = no such curve, though single readings can be large; an effect the other way counts as inactive or inconclusive.
# Every second line gives: SMN2 splice enh, HTT ATP protect, HTT aggregate, CBFb-RUNX1 inh, Luc counter, LMNA splice mod, IMPase Li inh
- COc1cccc(CN2CCN(Cc3ccc(C)o3)CC2CCO)c1 (centres undefined)
    x, -17%[10 µM], 4%[9.22 µM], 14%, -1%, 9%[46 µM], 4%
- Cn1c(=O)cc(N2CCc3ccccc32)[nH]c1=O
    7%, -23%, -1%, 3%, 3%, -11%, 8%[38.3 µM]
- CN(C(=O)c1ccco1)c1nc(CC(=O)Nc2ccccc2)cs1
    14%, -13%[10 µM], -12%, 4%, -3%, -22%, -3%
- CNC(=O)[C@@]1(Cc2ccccc2)C=C[C@@H](C)N1C(=O)OC
    -8%, -8%, x, 4%, -4%, x, -9%
- CN(C)CCCNC(=O)CCc1nc2ccccc2c(=O)[nH]1
    -12%, 4%, 1%, 2%, 0%, 19%, 9%[38.3 µM]
- COc1cc(CNCCc2ccc(F)cc2)ccc1OCc1ccc(Cl)nc1
    -11%, -12%, 12%[9.22 µM], 4%, 4%, -6%, -4%[38.3 µM]
- COc1ccc(C(C)=O)cc1CSc1nnc(Nc2ccc(C)cc2)s1
    -49%[inhibitor], 4%[10 µM], -33%, 7%, 3%, u, 4%
- COc1ccc(NS(=O)(=O)c2cc([N+](=O)[O-])ccc2N/N=C\c2c(C)[nH]c3ccccc23)cc1
    -9%, -12%, -3%, -5%, -3%, 8%, 57%[activator][38.3 µM]
- CCOC(=O)c1ccc(NC(=S)NNC(=O)C2(C)CC2(Cl)Cl)cc1 (centres undefined)
    -16%, 1%[10 µM], u, -4%, 1%, u, 5%
- Cc1ccc(OCC(O)CN2C(=O)NC(C)(C)C2=O)cc1 (centres undefined)
    u, -3%[10 µM], -18%, 14%, -2%, -14%, -2%
- CC(=O)C1C(c2ccc(Br)cc2)C2C(C)=NN=C2CC1(C)O (centres undefined)
    0%, -2%[10 µM], -24%, -1%, 2%, -10%, -3%
- O=C(c1ccccc1)c1ccc(OCCCCN2CCCCC2)cc1
    16%, -4%, 7%, 2%, -5%, 3%, 46%[activator][38.3 µM]
- CC1Cc2nc(SCC(=O)N3CCN(c4ccccc4)CC3)n(C)c(=O)c2S1 (centres undefined)
    -18%, -21%[10 µM], -11%, 7%, 4%, u, 32%[activator][38.3 µM]
- CCOC(=O)Cn1nnnc1CN(Cc1ccccc1)Cc1cc2cc(CC)ccc2[nH]c1=O
    7%, -2%[10 µM], 7%[9.22 µM], 1%, -1%, u, 18%[38.3 µM]
- Cc1ccc2c(c1)sc1nc(=O)n(-c3ccccc3)c(=O)n12
    x, -26%[10 µM], 12%[9.22 µM], 1%, x, x, x
- O=C(c1ccc(C(F)(F)F)cc1)C1CCCN(C(=O)CN2C(=O)CSC2=O)C1 (centres undefined)
    x, -20%, -11%, 7%, x, x, x
- COc1ccc(OC)c(NC(=O)C2CC(=O)N(CCc3ccccc3)C2)c1 (centres undefined)
    -18%, -4%, 1%, 4%, 2%, x, 13%
- Cc1ccc2c(c1)N(CC(=O)NC1CCCCC1C)C(=O)CO2 (centres undefined)
    x, -39%[inhibitor], u, 6%, x, 8%, x
- COc1ccc(N2CCN(CC(=O)Nc3cc(C)on3)CC2)cc1
    x, -10%, 3%, 3%, x, -2%, x
- CCC(C)[C@H](NC(=O)N1CCC(C)CC1)C(=O)OC (some centres undefined)
    x, 5%[10 µM], 1%[9.22 µM], 2%, x, x, x
- CCN(CC)C(=O)CSc1ncnc2sc(-c3ccccc3)cc12
    -10%, -18%, u, 8%, 1%, u, 27%[38.3 µM]
- Cc1ccc(NC(=O)CN(C)S(=O)(=O)c2cccc3nsnc23)cc1C
    -6%, -20%, -29%, -4%, 1%, u, 6%[38.3 µM]
- C=CCC(COCc1ccccc1)NS(=O)(=O)c1ccccc1Br (centres undefined)
    x, 1%[10 µM], 14%[9.22 µM], u, x, x, x
- Cc1ccc(-c2cc(=O)[nH][nH]2)c(C)c1
    12%, 8%, 3%, -2%, 3%, 11%, 29%[38.3 µM]
- CC(C)C(NS(=O)(=O)c1ccc(Br)s1)C(=O)O (centres undefined)
    3%, 25%[10 µM], 7%, 3%, -1%, -13%, 1%
- O=C(Cc1ccccc1)Nc1cc(C(=O)c2ccccc2)ccc1N1CCOCC1
    -17%, -42%[inhibitor], -24%, -3%, 17%, 16%, 26%[38.3 µM]
- CCCc1cc(C(=O)Nc2ccccc2C(=O)OC)no1
    u, -10%, -2%, 9%, 1%, -2%, 31%[activator][38.3 µM]
- COc1cc(Cl)c(C)cc1NC(=O)c1ccc(S(C)(=O)=O)cc1
    -9%, -93%[inhibitor], 3%, 7%, -4%, -11%[46 µM], 3%
- CCC1=Nc2cc(C(=O)O)ccc2Sc2ccc(Cl)cc21
    2%, x, 7%, 2%[2.36 µM], 0%, 13%, 2%
- Cc1cc(C)cc(N2C(=O)CC(Sc3nnnn3-c3ccccc3)C2=O)c1 (centres undefined)
    12%, -70%[inhibitor], u, 0%, -4%, 7%, -9%[38.3 µM]

# An excerpt from above in order of the LMNA splice mod value, lowest first:
canonical_smiles | CBFb-RUNX1 inh | LMNA splice mod | IMPase Li inh
COc1cc(CNCCc2ccc(F)cc2)ccc1OCc1ccc(Cl)nc1 | 4% | -6% | -4%[38.3 µM]
CCCc1cc(C(=O)Nc2ccccc2C(=O)OC)no1 | 9% | -2% | 31%[activator][38.3 µM]
O=C(c1ccccc1)c1ccc(OCCCCN2CCCCC2)cc1 | 2% | 3% | 46%[activator][38.3 µM]

# Carrying on.
# Every second line gives: SMN2 splice enh, HTT ATP protect, HTT aggregate, CBFb-RUNX1 inh, Luc counter, LMNA splice mod, IMPase Li inh
- O=C(Nc1nnc(-c2ccc3c(c2)OCCO3)o1)c1ccc(Cc2ccccc2)cc1
    -17%, -47%[inhibitor], u, 0%, 0%, 2%, 9%[38.3 µM]
- Cc1cc(NC(=O)COC(=O)c2n[nH]c3ccccc23)no1
    1%, 16%, -14%, 5%, -4%, 8%, -16%[38.3 µM]
- c1ccc(C(Cc2nc(-c3ccccn3)no2)c2ccccc2)cc1
    29%, 6%[10 µM], -7%, 6%, 1%, -12%, 33%[38.3 µM]
- Oc1c(/C=N/c2ccccn2)sc2ccccc12
    x, 12%[10 µM], 1%[9.22 µM], -26%, x, x, x
- Cc1cccc(NC(=O)CNC(=O)COc2cc(F)ccc2[N+](=O)[O-])c1C
    10%, -23%, 8%, 5%, 1%, x, 1%
- CCCCC(=O)Nc1nc2ccc3nc(C)sc3c2s1
    u, -1%[10 µM], u, 7%, 1%, -6%, 17%
- O=C(/C=C/c1ccccc1)Oc1ccc(C(=S)N2CCOCC2)cc1
    -12%, -17%, -11%, -2%, -4%, x, 7%
- COc1ccc2c(C=O)cn(C)c2c1
    x, -10%[10 µM], -11%[9.22 µM], 6%, 0%, 16%[46 µM], 2%
- O=C(Nn1cnc2ccccc2c1=O)C1CCCCC1
    8%, -3%, u, 9%, -1%, 5%, 3%[38.3 µM]
- CCNC(=O)c1ccc(C2SCC(=O)N2CCc2ccccc2)cc1 (centres undefined)
    1%, x, 4%, -2%, 3%, u, 6%
- COc1ccc(-c2noc(CN(C)S(=O)(=O)c3ccc(Cl)cc3)n2)cc1OC
    -59%[inhibitor], -8%, u, 6%, 0%, u, 31%[activator][38.3 µM]
- COc1cc(/C=N/NC(=O)c2cccnc2)ccc1OS(=O)(=O)c1cc(C)ccc1C
    -20%, 4%[10 µM], 10%, -3%, -1%, u, 21%
- Cc1cccc(CS(=O)(=O)Cc2ccc(C(=O)NCCCN3CCCC3)o2)c1
    -2%, 18%, 6%[9.22 µM], -4%, 0%, 10%, -5%[38.3 µM]
- Cc1ccc(-n2nnnc2-c2cnc(N3CCCC3)nc2C(F)(F)F)cc1
    -78%[inhibitor], -9%, u, 11%, 2%, u, 45%[activator][38.3 µM]
- CC1(OC(=O)c2cccs2)C(=O)C=C2C=C3CCCN3C=C2C1=O (centres undefined)
    3%[9.22 µM], -25%&-4%[10 µM], -11%[9.22 µM], u, -2%[7.66 µM], -14%[9.22 µM], 17%
- O=S(=O)(NCc1cc(-c2ccccc2Cl)no1)c1ccc(Cl)cc1
    -5%, -14%, -13%, 7%, 1%, -1%, 6%[38.3 µM]
- CCNc1nc(N)nc(Oc2ccc(OCCOc3ccc(Cl)cc3Cl)nn2)n1
    -19%, -22%[0.074 µM], 2%, 8%, 0%, -1%, 20%[38.3 µM]
- C/C(=N\O)c1oc2ccc3c(C)cc(=O)oc3c2c1C
    x, 7%[10 µM], -11%[9.22 µM], 9%, x, x, x
- O=C(O)c1ccc(Cn2cnc3scc(-c4ccccc4)c3c2=O)cc1
    11%, 13%[10 µM], -7%, 3%, 1%, u, 0%
- COC(=O)[C@@]1(Cc2ccc(F)cc2)[C@H]2c3cc(C(=O)N(C)C)n(Cc4ccc(C)c(F)c4F)c3C[C@H]2CN1C(=O)c1ccccc1
    -23%, -31%[inhibitor], x, -9%, -2%, x, 20%

# Arranged by heavy-atom count (falling): four of the compounds above
# Every second line gives: SMN2 splice enh, HTT ATP protect, HTT aggregate, CBFb-RUNX1 inh, Luc counter, LMNA splice mod, IMPase Li inh
- Cc1cc(C)cc(N2C(=O)CC(Sc3nnnn3-c3ccccc3)C2=O)c1 (centres undefined)
    12%, -70%[inhibitor], u, 0%, -4%, 7%, -9%[38.3 µM]
- C=CCC(COCc1ccccc1)NS(=O)(=O)c1ccccc1Br (centres undefined)
    x, 1%[10 µM], 14%[9.22 µM], u, x, x, x
- Cc1ccc(OCC(O)CN2C(=O)NC(C)(C)C2=O)cc1 (centres undefined)
    u, -3%[10 µM], -18%, 14%, -2%, -14%, -2%
- C/C(=N\O)c1oc2ccc3c(C)cc(=O)oc3c2c1C
    x, 7%[10 µM], -11%[9.22 µM], 9%, x, x, x
